Screening results: PubChem, Broad Institute
ARNT TACC3 PPI = disrupts binding between human ARNT and TACC3; AlphaScreen His-ARNT PAS-B/GST-TACC3 binding, luminescence; TACC3 fragment carries E629A point mutation; inhibition, % at 9.99 µM; hit rate 0.66% among 390,000;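 active means mean inhibition of replicates at least 50% and at least half of replicates each reaching 50%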;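 further: 0% = complete ARNT plus TACC3 wells and 100% = ARNT alone without TACC3; many hits fall short of the cut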
GSIS activator = GLuc luminescence reporter in INS-1E cells, primary screen for activators of glucose-dependent secretion of insulin | INS-1E GLuc reporter insulin secretion, 2-3 h | activation, % at 16.6 µM | hit rate 0.61% among 370,000;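 active means lowest replicate activation of at least 40%, so every replicate reaches that level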;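 further: 0% = median of neutral control wells and 100% = median of IBMX positive control wells; some compounds called inactive have numbers as strong as hits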
Starred values were filed as active, the others as inactive. Some of the compounds tested; rates above refer to the full screens.

ARNT TACC3 PPI	GSIS activator	SMILES
-3	4	COc1ccc(C)cc1NC(=O)CNC(=O)Cn1ccc2ccccc2c1=O
40	0	COc1ccc(-c2cc(C(F)(F)F)n3nc(C(=O)O)nc3n2)cc1
-1	-45	CN(C)c1ccc(/C=N/NC(=O)C(=O)/C=C2\NC3(CCCC3)Cc3ccccc32)cc1
-5	3	CCCn1c(=O)c2ccccc2n2c(SCc3cc(=O)oc4ccc5ccccc5c34)nnc12
-28	-4	Cc1cc(CNC(=O)c2cc(Br)ccc2Cl)nn1C
-5	9	Cc1sc2c(c1C)c(=O)n(-c1ccccc1)c1nnc(C)n21
-2	2	Cc1ccnc(NC(=O)c2ccc(NC(=O)c3ccco3)cc2)c1
-4	-17	O=C(NCc1ccco1)C1(c2ccc(Cl)cc2)CCCC1
-3	9	CCCCn1nnnc1NCc1ccc(N(CC)CC)cc1
0	24	N/C(=N\OC(=O)Oc1ccccc1)c1ccc([N+](=O)[O-])cc1
15	7	CC1(C)Cc2nc3[nH]c(=S)n(-c4ccccc4)c(=O)c3cc2CO1
-5	-10	O=c1[nH]c(CN2CCCCC2)nc2c1C1(CCCCC1)Cc1ccccc1-2
-2	58*	CCOc1cc(/C=C2/NC(=S)NC2=O)ccc1OCc1ccc([N+](=O)[O-])cc1
-6	21	O=C(Cn1c(-c2cscn2)nc2ccccc21)Nc1ccccc1F
-3	7	COC(=O)c1ccc(NC(=O)CSc2nc3ccccc3c(=O)[nH]2)cc1
0	-28	Cc1nn(Cc2ccccc2)c(C)c1C(=O)OCC(=O)c1cc(C)n(C2CC2)c1C
1	-20	OCc1nc2ccccc2n1CC(O)Cn1ccc2ccccc21 (stereo not drawn)
-1	-5	Cc1occc1C(=O)NNC(=O)C(c1ccccc1)c1ccccc1
-2	31	CSc1nc2c(c(C(F)(F)F)n1)CC(C)CC2 (stereo not drawn)
3	7	N#Cc1ccc(C(=O)Nc2ccc(N3CCN(C(=O)c4ccco4)CC3)cc2)c(F)c1
14	0	COc1ccc(NC(=O)c2cccc(Cn3cc(Br)cn3)c2)cn1
23	2	COC(=O)C1=C(C)N(c2ccc(C(=O)OC)cc2)C(=O)C1
-4	-1	O=C(c1cnn(-c2nc3ccccc3s2)c1)c1ccccc1O
4	-20	COc1ccc2nc(SCc3nc(N)nc(Nc4ccccc4)n3)[nH]c2c1
3	-1	O=C(NCCCN1CCOCC1)c1cc(-c2ccc(Br)cc2)on1
2	73*	O=C(c1cccs1)N(Cc1ccccn1)Cc1ccco1
0	-11	c1ccc(OCc2nn3c(Cn4cnc5ccccc54)nnc3s2)cc1
-9	13	CC1CC(C)CN(CC(C)(C)NS(=O)(=O)c2ccccc2)C1 (stereo not drawn)
-5	14	COc1ccc2c(Cl)c(C(=O)NCCCn3ccnc3)sc2c1
2	-12	CCN(CC)C(=O)C(=O)c1cccn1-c1cccc(-n2cccc2C(=O)C(=O)N(CC)CC)c1C#N

Of the compounds above, three have a thiophene ring, fused or not:
ARNT TACC3 PPI	GSIS activator	SMILES
-5	9	Cc1sc2c(c1C)c(=O)n(-c1ccccc1)c1nnc(C)n21
2	73*	O=C(c1cccs1)N(Cc1ccccn1)Cc1ccco1
-5	14	COc1ccc2c(Cl)c(C(=O)NCCCn3ccnc3)sc2c1

Additional results follow.
ARNT TACC3 PPI	GSIS activator	SMILES
-5	0	CC(Sc1n[nH]c(N)n1)C(=O)C12CC3CC(CC(C3)C1)C2 (stereo not drawn)
-7	25	CC(C)Cn1c(=O)c2ccccc2n2c(SCC(=O)N3c4ccccc4CC3C)nnc12 (stereo not drawn)
-6	5	O=C(CCC(=O)c1ccccc1)Nc1cccnc1
-2	-34	COc1ccc(C(c2nnnn2CS(=O)(=O)c2ccc(C)cc2)N2CCN(Cc3ccccc3)CC2)cc1 (stereo not drawn)
1	-23	O=C(C1CCCN(S(=O)(=O)c2ccc(Br)s2)C1)N1CCCCCC1 (stereo not drawn)
5	-5	O=C1C2C3C=CC(C3)C2C(=O)N1c1ncn[nH]1 (stereo not drawn)
-7	9	COc1cc(-c2nnc(SCC(=O)/C(C#N)=C(\C)N)o2)cc(OC)c1OC
-7	13	CC(C)NC(=O)NC(=O)COC(=O)C1CCCN1C(=O)c1cccs1 (stereo not drawn)
-3	5	COc1ccc(/C=C/C(=O)NC(C)C)cc1Br
-1	-10	Cc1ccc(Cn2ccc(NC(=O)c3noc4c3CCCC4)n2)cc1
-1	19	Cc1c(C(=O)N2CCN(c3ccccc3F)CC2)sc2ncn(CC(=O)N3CCOCC3)c(=O)c12
-3	15	COc1cccc2cc(NC(=O)C3CCCCC3)c(=O)oc12
10	11	N#CCC(=O)Nc1ncn(Cc2ccccc2Cl)n1
-2	-10	FC(F)(F)c1cnc2c(-c3ccc(Cl)cc3Cl)noc2c1
26	28	O=C1c2ccccc2C(=O)N1Cc1ccc2c(c1)OCO2
-4	-2	COc1ccc(N2CCN(C(=O)CSc3nnc(-c4cccnc4)n3-c3ccc(F)cc3)CC2)cc1
-4	9	COc1ccc(-c2cc(C(=O)N3CCOCC3)no2)cc1OC
4	8	CCCCSc1nc2c(cc1C#N)CCC2
-13	43*	CCCn1c(C)cc(C)c(C#N)c1=O
1	-7	Cn1c(SCC(=O)N2c3ccccc3Sc3ccccc32)nnc1-c1ccco1
-25	16	NS(=O)(=O)c1ccc(NC(=O)CSc2ccc3ccccc3n2)cc1
7	-22	Cc1ccc(NC(=O)c2nn(C34CC5CC(CC(C5)C3)C4)cc2[N+](=O)[O-])cc1
3	3	CCCCN(CC)CCNc1c(N2CCN(C(=O)OCC)CC2)c(=O)c1=O
9	-16	CCOC(=O)C1=C(C)NC(SCC(=O)Nc2cc(C)on2)=C(C#N)C1c1cccs1 (stereo not drawn)
-14	3	Cc1ccc(S(=O)(=O)N(Cc2cc3cc4c(cc3[nH]c2=O)OCCO4)CC2CCCO2)cc1 (stereo not drawn)
8	107*	CCOC(=O)Nc1ccc2c(c1)Sc1ccccc1N2C(=O)CCN1CCOCC1
-14	-43	N#C/C(=C/c1ccc(Sc2nc3ccccc3[nH]2)o1)c1ccccc1F
-24	-22	CC(CCc1ccccc1)NC(=O)C1CCN(S(=O)(=O)N2CCCCC2)CC1 (stereo not drawn)
3	-16	Cc1ccc2nc(N3CCN(S(=O)(=O)c4ccc(C)c(Cl)c4)CC3)c(C#N)cc2c1
5	-2	CC1CN(C(=O)Nc2ccc3c(c2)OCO3)CC(C)O1 (stereo not drawn)

As entered above:
For ARNT TACC3 PPI, `CC(C)Cn1c(=O)c2ccccc2n2c(SCC(=O)N3c4ccccc4CC3C)nnc12` (stereo not drawn) has the entry -7
For ARNT TACC3 PPI, `CCCn1c(C)cc(C)c(C#N)c1=O` has the entry -13

The main list resumes, starting 2 compounds before the break.
ARNT TACC3 PPI	GSIS activator	SMILES
3	-16	Cc1ccc2nc(N3CCN(S(=O)(=O)c4ccc(C)c(Cl)c4)CC3)c(C#N)cc2c1
5	-2	CC1CN(C(=O)Nc2ccc3c(c2)OCO3)CC(C)O1 (stereo not drawn)
-4	-4	COC(=O)c1ccccc1Sc1c(/C=N/OC(=O)c2ccccc2)c(C(F)(F)F)nn1C
-11	7	CCOC(=O)CNC(=O)CSc1nnc(-c2ccco2)n1Cc1ccco1
-4	-6	Cc1sc2ncn(CC(=O)NCC(=O)N(C)Cc3ccccc3)c(=O)c2c1C
-16	14	C=CCn1c(-c2ccc(C)cc2)nc2ccccc21
-6	-1	CCCCCNC(=O)Cc1ccc(OC)cc1
-4	2	CCCCSc1nnc(-c2cc3c(C(F)(F)F)nn(C)c3s2)n1C
1	-1	C=CCn1c(SCC(=O)Nc2cccnc2Cl)nnc1-c1ccc(Cl)cc1
-1	-13	Cc1ccc(C(c2nnnn2CC2CCCO2)N2CCN(c3cccc(C)c3C)CC2)cc1 (stereo not drawn)
-1	-8	COc1ccc(S(=O)(=O)N2CCN(C(=O)c3c(-c4ccccc4)noc3C)CC2)cc1
-2	12	O=C(NC(=S)NC1CCSC1=O)c1ccccc1F (stereo not drawn)
0	-14	COc1ccccc1/C=C/C1(C(=O)NC2CCCC2)CC(=O)N1c1ccc(F)cc1 (stereo not drawn)
3	13	O=C(CSc1nc2scc(-c3ccco3)c2c(=O)n1-c1ccccc1)N1CCOCC1
5	24	Cc1ccc(Cn2cnc3c(nnn3Cc3ccc(Cl)cc3)c2=O)cc1
-16	-19	CC1(C)CC(=O)C2=C(C1)NC(SCC(=O)Nc1ccccc1)=C(C#N)C21CCCCC1
-10	5	CCC(C)n1c(SCc2ccccc2)nc2ccsc2c1=O (stereo not drawn)
1	4	Cc1cc(C(=O)NC(C)c2ccc3c(c2)OCO3)cs1 (stereo not drawn)
1	-9	Cc1cc(/C=C(\C#N)C(=O)Nc2ccc(F)cc2)c(C)n1-c1ccc(N2CCOCC2)c([N+](=O)[O-])c1
3	5	CC(Cl)C(=O)Nc1ncc(C(F)(F)F)cc1Cl (stereo not drawn)
-22	-8	NC(=O)C1CCN(c2nc(-c3ccccc3)nc3c2oc2ccccc23)CC1
1	43*	CCN(CC)C(=O)c1ccccc1NS(=O)(=O)c1ccc(C)cc1
-5	-22	CCOC(=O)C1=C(C)NC(C)=C(C(=O)OCC)C1c1cccs1
0	-7	Cn1c(=O)c2ncn(CC(=O)NC3CCCCCC3)c2n(C)c1=O
-6	0	C=CCn1c(SCC)nc2sc3c(c2c1=O)CCc1ccccc1-3
-3	2	O=C(O)COCC(=O)Nc1ccc2c(c1)CCC2
1	24	CCOC(=O)c1cc(C)sc1NC(=O)C1CCC1
-2	0	Cc1ccc(CS(=O)(=O)CCC(=O)NCCC(C)C)cc1
2	-6	O=C(Nc1ccccc1C(=O)NCCN1CCOCC1)c1ccco1
-1	-9	CN(C1CCCCC1)S(=O)(=O)c1ccc(NC(=S)NC(=O)c2cccs2)cc1
-6	-7	COc1ccc(CC(=O)NC(C)c2nnc(SCC(=O)c3ccc(Br)cc3)n2C)cc1 (stereo not drawn)
-6	14	CCCSc1nnc2[nH]c(=O)cc(N)n12

More results follow.
ARNT TACC3 PPI	GSIS activator	SMILES
13	-18	CCOC(=O)C(C(C)=O)c1c(Br)c(O)c(O)c2c(C(=O)c3ccc(C)cc3)coc12 (stereo not drawn)
7	-12	O=C1SC(c2ccccc2)=N/C1=C/c1ccco1
1	-21	CCOC(=O)C1CCCN(c2nc(C)nc3c2oc2ccccc23)C1 (stereo not drawn)
1	19	O=C(CN1C(=O)COc2ccc(Cl)cc21)N1CCc2ccccc21
4	10	Cc1cccn2c(=O)c3cc(C(=O)O)n(C)c3nc12
0	-16	Cc1c(Br)c([N+](=O)[O-])nn1CCCC(=O)Nc1sc2c(c1C#N)CCC2
-3	33	CCSc1c(C(=O)NC)ccc2c1C(=O)c1ccccc1C2=O
-2	-2	COC(=O)c1ccc(N2C(=O)CC(SCCN)C2=O)cc1 (stereo not drawn)
10	17	CCc1nc(C)cn1S(=O)(=O)c1cc(OC)c(C)cc1C
4	-5	O=C(c1ccc(NS(=O)(=O)c2ccccc2)cc1)N1CCN(Cc2ccc3c(c2)OCO3)CC1
-8	15	Cc1noc(C)c1S(=O)(=O)N1CCC(C(=O)NC2CCN(Cc3ccccc3)CC2)CC1
0	2	O=C(CCN1C(=O)C2C3C=CC(C3)C2C1=O)Nc1ccc2c(c1)OCO2 (stereo not drawn)
-1	3	CCn1ncc(/C=C/C(=O)Nc2c(C)nn(CC)c2C)c1C
0	-7	Cc1ccccc1NC(=O)c1cc(N)ccc1N1CCCCC1
0	25	Cn1cnnc1SCCNS(=O)(=O)c1ccccc1
-2	-14	CC(=O)Nc1ccc(-c2ccccc2)s1
-1	5	O=C(c1ccc2c(c1)OCCO2)C1CCN(S(=O)(=O)c2cccc(F)c2)CC1
14	2	CCOC(=O)c1ccc(NC(=O)N2CCN(C3CCCCC3)CC2)cc1

Arranged by value in ARNT TACC3 PPI (lowest first): seven from the list above
SMILES	ARNT TACC3 PPI
Cc1noc(C)c1S(=O)(=O)N1CCC(C(=O)NC2CCN(Cc3ccccc3)CC2)CC1	-8
CCSc1c(C(=O)NC)ccc2c1C(=O)c1ccccc1C2=O	-3
CC(=O)Nc1ccc(-c2ccccc2)s1	-2
CCn1ncc(/C=C/C(=O)Nc2c(C)nn(CC)c2C)c1C	-1
CCOC(=O)C1CCCN(c2nc(C)nc3c2oc2ccccc23)C1 (stereo not drawn)	1
O=C(c1ccc(NS(=O)(=O)c2ccccc2)cc1)N1CCN(Cc2ccc3c(c2)OCO3)CC1	4
CCOC(=O)C(C(C)=O)c1c(Br)c(O)c(O)c2c(C(=O)c3ccc(C)cc3)coc12 (stereo not drawn)	13
